# Compound activity as filed in PubChem BioAssay.
# CTSL1 counter: counter-screen for PFM18AAP inhibitors: inhibitors of F. hepatica cathepsin L1. recombinant F. hepatica cathepsin L1, Z-Leu-Arg-MCA fluorescence. inhibition, % at 5.96 µM. 0.49% of 300,000 active. AID 1906;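 active = inhibition above the mean of all tested compounds plus 3 SD, set per screening campaign, cut at about 17% in these data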;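 note: 0% = plate median of test compound wells and 100% = 1 µM Z-Phe-Ala-diazomethylketone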
# PP1 inh: blocks human PP1-alpha phosphatase, a PP5 counter-screen; purified PP1alpha, OMFP fluorescence; AID 2235; P62136; 0.9% of 320,000 active; inhibition, % at 6.7 µM;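 active = inhibition above the mean inhibition of all tested compounds plus 3 SD, computed separately for each screening campaign, cut at about 15% in these data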
# Target sequence (P62136 whole entry, looked up): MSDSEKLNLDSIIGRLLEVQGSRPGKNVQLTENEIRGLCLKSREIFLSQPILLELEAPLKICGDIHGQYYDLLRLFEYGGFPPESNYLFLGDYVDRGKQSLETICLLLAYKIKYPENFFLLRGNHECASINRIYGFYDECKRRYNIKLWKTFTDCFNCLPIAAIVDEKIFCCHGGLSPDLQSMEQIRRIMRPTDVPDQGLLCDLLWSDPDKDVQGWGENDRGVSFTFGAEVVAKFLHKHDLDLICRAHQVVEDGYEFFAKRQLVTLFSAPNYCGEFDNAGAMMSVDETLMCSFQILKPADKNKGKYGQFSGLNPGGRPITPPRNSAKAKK
# PREPL inh: inhibits the human prolyl oligopeptidase-like enzyme | recombinant PREPL, fluorescence polarization activity-based probe | inhibition, % at 5.96 µM | 0.68% of 320,000 active | AID 2751; in the data active = inhibition above about 43%;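 note: 0% = enzyme with DMSO and 100% = wells lacking enzyme; many of its hits are not listed in these tables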
# Target sequence (Q4J6C6 whole entry, looked up): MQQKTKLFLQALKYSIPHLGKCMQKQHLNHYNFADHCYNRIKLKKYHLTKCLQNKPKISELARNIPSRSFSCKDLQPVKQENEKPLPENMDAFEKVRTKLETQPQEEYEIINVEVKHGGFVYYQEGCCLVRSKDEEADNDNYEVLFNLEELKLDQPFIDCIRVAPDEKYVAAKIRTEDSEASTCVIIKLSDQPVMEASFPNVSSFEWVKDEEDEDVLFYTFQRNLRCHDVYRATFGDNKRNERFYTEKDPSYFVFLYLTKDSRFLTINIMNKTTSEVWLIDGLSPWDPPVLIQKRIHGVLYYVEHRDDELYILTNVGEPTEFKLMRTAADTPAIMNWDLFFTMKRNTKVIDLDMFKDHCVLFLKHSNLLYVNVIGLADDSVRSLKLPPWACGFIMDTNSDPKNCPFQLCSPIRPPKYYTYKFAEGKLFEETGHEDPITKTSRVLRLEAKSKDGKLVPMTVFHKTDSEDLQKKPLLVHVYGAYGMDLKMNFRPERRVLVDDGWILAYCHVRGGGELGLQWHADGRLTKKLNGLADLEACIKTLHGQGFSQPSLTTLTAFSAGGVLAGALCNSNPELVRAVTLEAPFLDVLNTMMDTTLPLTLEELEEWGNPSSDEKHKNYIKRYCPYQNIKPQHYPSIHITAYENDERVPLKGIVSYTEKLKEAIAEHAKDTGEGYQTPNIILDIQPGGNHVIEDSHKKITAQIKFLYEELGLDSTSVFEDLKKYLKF
# JMJD2C inh: human JMJD2C demethylase inhibition; Q9H3R0; GST-JMJD2C(1-420) H3K9me3 demethylation, DELFIA europium; inhibition, % at 2.35 µM; 0.069% of 330,000 active; AID 2099;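 active = more than half of a compound's replicate wells show inhibition beyond 50%, single wells judged on their own value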;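 note: signal counts dimethyl H3K9 product captured on neutravidin plate; 0% = median of DMSO wells and 100% = 0.3 times that DMSO median; strong numbers were not always called active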
# Efflux pump inh: blocks antifungal efflux pumps in multiplex yeast assay; 0.44% of 330,000 active; inhibition, % at 10 µM; S. cerevisiae Candida pump triplex, Nile Red efflux;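 active = plate passing quality check with inhibition over a set limit, or well fluorescence over plate mean plus 4 SD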;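 note: Nile Red retained in pooled yeast measured as flow cytometry median fluorescence; 0% = buffer negative control and 100% = Enniatin B positive control; higher means more Nile Red kept so more efflux inhibition; some compounds called inactive have numbers as strong as hits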
# core dimer inh: HCV core protein dimerization inhibition; TR-FRET GST/Flag-core106 dimerization, 1536-well; inhibition, % at 5 µM; 0.33% of 300,000 active;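 active = inhibition above the mean of all tested compounds plus 3 SD, set per screening campaign, cut at about 45% in these data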
#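 Material: Tagged HCV core106 pair (GST and Flag) | Amount: GST-core106 13.5 nM, Flag-core106 17 nM | Medium: KF-containing HEPES buffer, pH 7.45, DTT, CHAPS, BSA | Reagent: Eu donor and XL665 acceptor anti-tag antibodies | Schedule: 4 h at 22.5 °C | Technique: Time-resolved FRET, ex 340 nm, em 617 and 671 nm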
# LYPLA2 inh: LYPLA2 (human) inhibition in PME1 counter-screen; inhibition, % at 5.9 µM; 0.38% of 320,000 active; recombinant LYPLA2, FP-Rh probe fluorescence polarization;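 active = inhibition above the screen-wide mean plus 3 SD, limit set per campaign, cut at about 26% in these data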;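 note: 0% = LYPLA2 with DMSO and 100% = wells lacking LYPLA2 enzyme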
# TPT1 inhibitor: C. albicans TPT1 enzyme inhibition; recombinant caTPT1, FP RNA substrate dephosphorylation; inhibition, % at 5 µM; 0.81% of 300,000 active; AID 1962;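 active = inhibition above the mean of all tested compounds plus 3 SD, set per screening campaign, cut at about 24% in these data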;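 note: plate controls were DMSO alone for no effect and ferristatin control at 100 nM for full effect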
# PP5 inh: inhibitors of human protein phosphatase 5 (PP5) | P53041 | purified PP5c, OMFP substrate fluorescence | inhibition, % at 6.7 µM | 0.18% of 320,000 active | AID 1987;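 active = inhibition above the campaign's mean inhibition across all tested compounds plus 3 SD, cut at about 9.5% in these data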;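 note: 0% = DMSO only and 100% = 100 µM cantharidin control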
# An asterisk follows results filed as active; . = not tested or not shown.
SMILES,CTSL1 counter,PP1 inh,PREPL inh,JMJD2C inh,Efflux pump inh,core dimer inh,LYPLA2 inh,TPT1 inhibitor,PP5 inh
COc1ccc(NC(=O)CSc2nc3ccccc3cc2Cc2ccccc2)cc1,6,-2,1,0,0.0,12,-1,-2,0.4
Cc1nn(-c2ccccc2)c(Cl)c1C(=O)NCCN(C)C,-2,-4,-18,-7,0.2,1,-2,0,-0.8
Cn1c(SCC(=O)N/N=C/c2ccc([N+](=O)[O-])s2)nnc1-c1ccccc1,6,7,28,-13,0.7,-14,13,-3,-0.2
CCOc1ccccc1N1CCN(CC(=O)Nc2cc(C)on2)CC1,5,-5,9,1,0.0,1,8,-3,0.2
Cc1cccnc1NC(=O)Nc1ccccc1,0,-3,-7,3,-0.2,1,-10,9,-0.4
COc1ccc(N(C)C(=O)Cn2c(=O)oc3ccccc32)c(OC)c1,0,0,7,0,0.0,-4,3,0,2.3
Cc1cc(N)c(C)c([N+](=O)[O-])c1C,-3,-1,-7,-14,0.1,1,-2,0,2.4
COc1ccc(CCNC(=O)CC2C(=O)NCCN2CC(C)(C)C)cc1 (configuration not stated),3,-3,14,1,-0.1,-2,5,-13,1.8
COc1cc(/C=C/C(=O)c2ccc(NS(=O)(=O)c3ccc(C)cc3)cc2)ccc1OC(F)F,1,6,-3,-12,0.2,8,-68,0,0.9
Cc1ccccc1NC1=NCC(c2ccc([N+](=O)[O-])cc2)S1 (configuration not stated),4,3,11,4,-0.1,3,5,0,1.7
CC(C)NC(=O)C1CCN(C2CCN(Cc3nc4ccccc4s3)CC2)CC1,-7,0,30,17,0.0,-3,1,3,0.8
CCCn1nc2cc(C(=O)NC3CCCc4ccccc43)ccc2c1OCC (configuration not stated),-1,2,-1,4,0.1,-2,6,1,3.2
CCOC(=O)c1sc2nc3c(SCCC#N)cc(C(=O)c4cc(F)ccc4O)cn3c(=O)c2c1C,-1,-2,-5,-2,-0.2,50*,-20,48*,-1.2
COc1ccc(C(=O)NC2CCCc3ccccc32)cc1OC1CCN(C(C)=O)CC1 (configuration not stated),-1,0,23,0,0.2,-14,7,-4,0.4
COC(=O)CC1NCCNC1=O (configuration not stated),-2,-4,-8,6,0.0,7,-6,2,0.2
O=c1c([N+](=O)[O-])c(N2CCCCC2)c2ccccc2n1-c1ccccc1,2,-1,4,3,-0.2,2,2,-7,-0.1
O=C(CSc1nnc(CNC(=O)c2ccccc2F)o1)NCc1ccco1,1,-1,0,2,-0.1,10,-6,-1,-0.7
CCc1cccc(C)c1NC(=O)CSc1nnc(C)o1,0,-3,0,-1,-0.1,5,-1,-6,-1.5
CCOC(=O)C1Nc2ccc(Br)cc2C2C=CCC12 (configuration not stated),2,11,9,-5,0.0,50*,-5,4,0.8
Cc1nnc(SCC(C)C)[nH]c1=O,-2,2,9,-2,0.1,0,6,-2,0.8
O=S(=O)(c1ccc(F)cc1)c1snnc1-c1ccccc1,-2,-2,-2,45,0.0,0,0,0,1.2
COc1ccc(NC(=O)C(NCC(C)C)c2ccccc2)cc1Cl (configuration not stated),-1,-3,-10,0,-0.1,13,3,-5,6.4
CCCn1nnc(NC(=O)c2cc(Br)cc(Br)c2OC)n1,3,-6,12,0,0.4,1,-1,0,3.3
O=C(Nc1cc(S(=O)(=O)N2CCOCC2)ccc1N1CCCC1)c1ccc2c(c1)S(=O)(=O)c1ccccc1C2=O,2,14,10,-22,0.2,27,-1,0,-0.7
O=C1NC(=S)N/C1=C/c1cccc2ccccc12,4,4,4,-4,-0.2,-6,3,-3,-1.0
COc1ccc(CCNc2nc(-c3ccc(O)cc3)cs2)cc1OC,10,3,43,-12,0.0,-15,-2,-2,1.4
COCCNC(=O)COc1ncnc2ccc(Br)cc12,3,-4,-4,-4,0.1,4,14,0,-0.2
Cc1ccc(-c2nnc(/C=C/c3ccccc3)o2)cc1,3,-4,13,11,0.3,-1,-2,4,2.1
N#C[C@@H]1N(Cc2ccccc2)C(=O)[C@H]2CC3C=CC21O3 (some centres not stated),0,0,1,2,-0.1,-5,6,-4,-0.8
NC(=O)CC(NC(=O)c1ccccc1)c1ccc(NCc2ccccc2)c([N+](=O)[O-])c1 (configuration not stated),5,-3,-4,1,-0.1,6,10,-3,4.7
CC(C)CC(=O)NC(=S)Nc1ccccc1C(F)(F)F,1,0,9,3,-0.3,-4,6,-4,2.4
CCOC(=O)Cn1c(-c2ccccn2)nc2ccccc21,0,1,2,11,0.1,-1,-3,-1,3.1
Cc1nc(NS(=O)(=O)c2ccccc2)sc1C(=O)NNS(=O)(=O)c1ccccc1,2,-2,3,24,0.2,1,2,0,1.1
COc1ccc(OC)c(NC(=O)C23CCC(C)(C(=O)O2)C3(C)C)c1 (configuration not stated),4,-3,23,-12,-0.2,-10,0,-1,-7.2
CC(=O)Nc1ccc(C(=O)N/N=C/c2ccccc2OCc2ccccc2)cc1,2,0,-7,-13,0.0,7,-20,4,-0.3
CCCCNC(=O)CSc1nc2cc3c(cc2c(=O)n1CCCC(=O)NCCc1ccc(OC)c(OC)c1)OCO3,-4,-4,10,6,-0.2,-4,-2,-3,0.6

# Ordered by formula weight (ascending): some entries from above.
SMILES,CTSL1 counter,PP1 inh,PREPL inh,JMJD2C inh,Efflux pump inh,core dimer inh,LYPLA2 inh,TPT1 inhibitor,PP5 inh
O=C1NC(=S)N/C1=C/c1cccc2ccccc12,4,4,4,-4,-0.2,-6,3,-3,-1.0
Cc1ccc(-c2nnc(/C=C/c3ccccc3)o2)cc1,3,-4,13,11,0.3,-1,-2,4,2.1
N#C[C@@H]1N(Cc2ccccc2)C(=O)[C@H]2CC3C=CC21O3 (some centres not stated),0,0,1,2,-0.1,-5,6,-4,-0.8
CCOC(=O)Cn1c(-c2ccccn2)nc2ccccc21,0,1,2,11,0.1,-1,-3,-1,3.1
CC(C)CC(=O)NC(=S)Nc1ccccc1C(F)(F)F,1,0,9,3,-0.3,-4,6,-4,2.4
COc1ccc(NC(=O)C(NCC(C)C)c2ccccc2)cc1Cl (configuration not stated),-1,-3,-10,0,-0.1,13,3,-5,6.4
COc1ccc(CCNc2nc(-c3ccc(O)cc3)cs2)cc1OC,10,3,43,-12,0.0,-15,-2,-2,1.4
CC(=O)Nc1ccc(C(=O)N/N=C/c2ccccc2OCc2ccccc2)cc1,2,0,-7,-13,0.0,7,-20,4,-0.3
NC(=O)CC(NC(=O)c1ccccc1)c1ccc(NCc2ccccc2)c([N+](=O)[O-])c1 (configuration not stated),5,-3,-4,1,-0.1,6,10,-3,4.7
CCCn1nnc(NC(=O)c2cc(Br)cc(Br)c2OC)n1,3,-6,12,0,0.4,1,-1,0,3.3
Cc1nc(NS(=O)(=O)c2ccccc2)sc1C(=O)NNS(=O)(=O)c1ccccc1,2,-2,3,24,0.2,1,2,0,1.1
O=C(Nc1cc(S(=O)(=O)N2CCOCC2)ccc1N1CCCC1)c1ccc2c(c1)S(=O)(=O)c1ccccc1C2=O,2,14,10,-22,0.2,27,-1,0,-0.7

# More results follow.
SMILES,CTSL1 counter,PP1 inh,PREPL inh,JMJD2C inh,Efflux pump inh,core dimer inh,LYPLA2 inh,TPT1 inhibitor,PP5 inh
O=C(Nc1ccc(-c2noc(-c3ccccc3F)n2)cc1)c1cccs1,2,-3,-1,-9,-0.2,-21,3,3,2.5
N=c1ccn(CC(=O)c2ccc(-c3ccccc3)cc2)cc1,3,10,3,-2,-0.3,-6,0,0,-0.1
COc1ccc(C2OC(=O)CC2C(=O)NCc2ccc(F)cc2)cc1OC (configuration not stated),-2,-3,-4,7,0.1,-3,5,3,4.3
O=C(CCc1nc2ccccc2c(=O)[nH]1)OCC(=O)c1ccc(C2CCCCC2)cc1,-2,-3,-3,-3,0.0,5,2,-3,0.1
COc1cc(-c2ccc(NC(=O)NC3CC3)c(OC)c2)ccc1NC(=O)NC1CC1,5,1,12,11,0.6,-2,-6,-1,1.3
CCC(=O)N1CCc2cc(Br)cc(S(=O)(=O)CC(=O)OC)c21,-3,2,3,99*,0.0,2,1,-5,1.4
CCCc1nc2ccc(NC(=O)NCCC(=O)OCC)cc2c(=O)n1Cc1ccc(Cl)cc1,6,3,-65,11,0.0,6,-12,-2,1.1
Cc1ccc(C(=O)NC(=S)NCc2ccccc2)cc1Br,-1,0,4,1,-0.1,-7,-5,-3,2.9
CC(=O)N1C(C)c2ccccc2C(C)(C)CC12CCCCC2 (configuration not stated),1,0,10,0,-0.1,-7,7,-3,0.4
COc1ccc(S(=O)(=O)N(C)C)cc1NC(=O)Cc1cccs1,-4,-7,-1,-5,0.2,1,-2,2,0.8
CCCC(CCC)=NNC(=O)c1ccccc1F,6,1,4,-1,0.1,-3,4,2,-1.6
COc1cc(CCC(=O)Nc2cnc3ccccc3c2)cc(OC)c1OC,-1,-5,7,1,0.2,-3,3,0,3.8
Cc1cc(NC(=O)CSc2nc(N)c(NC(=O)c3ccco3)c(=O)[nH]2)no1,-4,-8,3,3,0.0,5,-2,6,0.8
COC(=O)C1C2C=CC3(CN(CC4CCCO4)C(=O)C13)O2 (configuration not stated),1,-5,10,-8,0.1,-1,-3,-2,0.3
COc1ccc(Nc2nc(N)c([N+](=O)[O-])c(NC3CCCCC3)n2)cc1,2,5,27,-4,0.0,14,-5,-3,5.5
O=C(CSc1cccc2cccnc12)N/N=C/c1cccnc1,-1,-1,10,0,-0.3,5,0,-4,1.4
NC(=O)C1(N2CCCCC2)CCN(C(=S)Nc2ccccc2)CC1,4,-2,3,6,2.6,-2,4,0,1.6
CC(=O)N1CCc2cc(S(=O)(=O)NCCC(=O)N3CCc4ccccc4C3)ccc21,0,-3,6,4,-0.1,-3,-1,-2,4.9
COc1cc(/C=C/C(=O)OCC(=O)N2CCCC2)cc(OC)c1OC,.,-1,3,.,0.1,.,1,.,-2.7
CCOC(=O)C1Nc2ccc(C(F)(F)F)cc2C2C=CCC12 (configuration not stated),12,3,15,6,-0.1,24,0,0,-8.0
CCOC(=O)c1sc(NC(=S)NC(=O)c2cccc(Cl)c2)c(C(=O)OCC)c1C,-2,1,11,28,-0.2,-8,2,-1,-0.4
O=C(C1CCN(S(=O)(=O)c2cccs2)CC1)N1CCCCC1,-1,-2,7,-8,-0.2,-3,-2,-3,0.6
CCN(CC(=O)Nc1c(F)cccc1F)C(=O)c1ccc(Cl)c(S(=O)(=O)N2CCCCC2)c1,7,-2,15,2,0.9,3,5,-1,1.5
CN(CC(=O)Nc1cccc2ccccc12)C(=O)c1cccc(S(=O)(=O)N(C)C)c1,-3,1,1,-4,0.0,4,0,2,-0.8
COc1ccc(/C=C/C(=O)N/C(=C\c2ccco2)C(=O)NCCc2nc3ccccc3[nH]2)cc1,5,3,2,-22,0.3,8,-4,21,-1.1
CCCCN(C)CCn1c(=S)[nH]c2ccc(N3CCOCC3)cc2c1=O,-3,-5,9,-6,0.0,-6,6,-1,2.5
NS(=O)(=O)c1ccc(NC(=O)CN2CCN(Cc3ccccc3)CC2)cc1,0,1,10,1,0.0,2,-7,-5,0.3
CC(=O)c1nnn(-c2ccccc2C#N)c1C,0,-5,2,7,0.0,-4,3,-7,-1.7

# These rows are one share of the data; rates above refer to the full screens.
